PNC inhibitor – blocks assembly of the perinucleolar compartment; PC3M PTB-GFP, PNC prevalence imaging, 16 h; stronger effect = lower value; activity change (PNC), negative = inhibition, % at 10 µM; 3.1% of 140,000 active;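 active = readout at or below -70, meaning at least 70% loss of cells showing the perinucleolar compartment, a nuclear body marking cancer cells; inconclusive = readout between -30 and a set limit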;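 note: plate controls were DMSO wells for no effect and camptothecin positive control wells for full effect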
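Compounds are pinned in duplicate onto adhered PC3M cells stably expressing GFP-tagged PTB and incubated 16 h at 37 C. Cells are then fixed, nuclei stained with Hoechst, and PNC-positive cells counted.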
ALOX12 inhib – inhibitors of human 12-lipoxygenase (ALOX12); purified 12-hLO, xylenol orange hydroperoxide absorbance; P18054; AID 1452; Potency, µM (series often up to 57.1 µM), without a hit: at the highest dose activity change, negative = inhibition, usual class: inhibitors; 0.12% of 150,000 active; note: potency is the fitted concentration of half-maximal effect; nearly all actives have a fitted effect of over 55% in size; many of its hits are not listed in these tables
Target sequence (P18054 whole entry, looked up): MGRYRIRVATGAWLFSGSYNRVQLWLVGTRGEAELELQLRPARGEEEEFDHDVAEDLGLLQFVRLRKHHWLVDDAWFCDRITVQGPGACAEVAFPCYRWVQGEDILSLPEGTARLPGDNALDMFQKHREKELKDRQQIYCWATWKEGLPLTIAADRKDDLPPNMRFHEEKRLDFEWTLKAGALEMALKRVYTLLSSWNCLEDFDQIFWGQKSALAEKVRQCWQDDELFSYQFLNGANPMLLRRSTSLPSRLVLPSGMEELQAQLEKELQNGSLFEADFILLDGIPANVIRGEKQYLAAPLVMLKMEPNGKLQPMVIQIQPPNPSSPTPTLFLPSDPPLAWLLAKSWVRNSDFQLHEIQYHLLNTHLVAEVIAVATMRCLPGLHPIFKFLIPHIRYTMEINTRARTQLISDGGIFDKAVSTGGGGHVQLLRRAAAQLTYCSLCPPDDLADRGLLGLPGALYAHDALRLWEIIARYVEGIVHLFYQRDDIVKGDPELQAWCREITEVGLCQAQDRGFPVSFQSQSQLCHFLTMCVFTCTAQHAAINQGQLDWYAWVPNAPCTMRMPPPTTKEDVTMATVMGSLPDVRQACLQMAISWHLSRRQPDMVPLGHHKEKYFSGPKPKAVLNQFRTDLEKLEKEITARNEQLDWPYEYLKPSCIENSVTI
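Purified human 12hLO (150 nM), preincubated 15 min with compound, then 40 uM arachidonic acid for 30 min, room temperature, Hepes pH 7.0 with 0.01% Triton X-100. Hydroperoxide detected by ferrous iron/xylenol orange; 573/405 nm absorbance ratio gives reaction progress.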
15-hLO-2 inh – 15-hLO-2 (ALOX15B) enzyme inhibition; purified 15hLO-2, xylenol orange hydroperoxide absorbance; Potency, µM (top dose mostly 57.1 µM), without a hit: top-dose activity change, negative = inhibition, actives largely listed as inhibitors; 0.56% of 110,000 active; note: potency is the fitted concentration of half-maximal effect; nearly all actives have a fitted effect of over 60% in size; many of its hits are not listed in these tables
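Purified human 15hLO-2 (50 nM) preincubated 15 min with compound, then 45 uM arachidonic acid for 90 min at RT in 25 mM Hepes pH 7.5, 0.01% Triton X-100. Hydroperoxide detected by Fe-xylenol orange; 573/405 nm absorbance ratio.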
IMPase inh – membrane-permeable compound that blocks inositol monophosphatase; CHO-M1 cells, IP1 accumulation, HTRF TR-FRET ratio; 120,000 tested, under 10 active; inhibition (IP1 accumulation), % at 46.1 µM; active = well fitted curve in the direction sought with a large enough effect in the signal ratio, not every such curve was filed as active; inconclusive = small, poorly fitted or top-dose-only effect, or a change in a side signal; inactive = no such curve, though single readings can be large or run the other way; the % refers to the signal ratio;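 note: cells stimulated with carbachol in lithium chloride buffer; plate controls were DMSO basal wells for no effect and reference inhibitor wells for full effect; higher means more IMPase inhibition seen as more IP1 and lower FRET ratio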
Target sequence (P97697 whole entry, looked up): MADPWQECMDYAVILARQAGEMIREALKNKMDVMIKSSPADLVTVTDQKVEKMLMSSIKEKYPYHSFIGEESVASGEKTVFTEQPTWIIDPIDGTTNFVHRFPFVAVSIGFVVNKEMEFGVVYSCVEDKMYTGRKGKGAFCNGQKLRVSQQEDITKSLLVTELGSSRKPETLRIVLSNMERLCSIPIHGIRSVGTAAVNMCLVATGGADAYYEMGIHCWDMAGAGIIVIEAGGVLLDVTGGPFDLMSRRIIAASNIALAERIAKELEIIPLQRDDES
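CHO-M1, 2000 cells/well, cultured 16–30 h; cpd up to 46 uM; carbachol (50 uM solution, stimulation buffer w/ 50 mM LiCl, pH 7.4), 30 min 37C; IP-One TR-FRET, 10 min RT; Ex 320/Em 665, 620; Hill-fit AC50.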
Starred values were filed as active, the others as inactive; ? = inconclusive; . = not tested or not shown; [ ] = dose if it differs, or a comment. Unless noted, calls come from the whole dose curve; as a rule, active = well fitted curve in the direction sought with a large enough effect; inconclusive = small, poorly fitted or top-dose-only effect, or another doubt; inactive = no such curve, though single readings can be large; an effect the other way counts as inactive or inconclusive. Unless noted, % is set by controls: 0 for no effect and ±100 for the full control effect.

PNC inhibitor | IMPase inh | 15-hLO-2 inh | ALOX12 inhib | compound
28 | 19 | 1% | -5% | FC(F)(F)c1cc(-c2ccco2)nc(N2CCOCC2)n1
25 | 4 | 4% | -2% | Cc1cccc(NC(=O)C2CCCN(S(=O)(=O)c3cccc4cccnc34)C2)c1 (stereo unspecified)
8 | 4 | -3% | -6% | COc1c(S(=O)(=O)n2nc(C)cc2C)ccc(Cl)c1Cl
17 | -4 | -16% | -7% | O=C1CCN(Cc2nnnn2CC2CCCO2)c2ccccc2N1 (stereo unspecified)
24 | 11 | 6% | 2% | c1ccc2sc(N3CCOCC3)nc2c1
22 | 10 | -29% | -3% | O=C(NNC(=O)c1cc(-c2ccc(Cl)cc2Cl)nc2ccccc12)Nc1ccccc1
32 | 6 | 0% | -10% | COCCNC(=S)N1C2CCC1CC(NC(=O)NC13CC4CC(CC(C4)C1)C3)C2 (stereo unspecified)
? | 3 | -1% | -5% | CC(O)CCC(=O)NCCNC(=O)CCC(C)O (stereo unspecified)
6 | . | . | -1% | O=C(NC(=S)Nc1nc(-c2ccccc2)cs1)c1cccs1
-24 | 2 | 15% | -2% | Nn1c(-c2ccco2)n[nH]c1=S
-6 | 1 | -17% | -6% | CCCCn1c(CN2C(=O)c3ccccc3C2=O)nc2ccccc2c1=O
-11 | 16[1.84 µM] | -7%[11.4 µM] | -2% | Cc1ccc(C)c(N(C(=O)Cc2cccs2)C(C(=O)NC2CCCC2)c2ccc(C)o2)c1 (stereo unspecified)
-21 | -11 | 0% | 1% | CCN1CCN(CCCNC(=O)c2cc3sccc3n2CC)CC1
? | 2 | -23% | 0% | COC(=O)c1c(NC(=O)Cc2cccs2)sc2c1CCCC2
23 | ? | ? | -14% | CCOC(=O)c1c(C)[nH]c(=S)c(C#N)c1-c1ccc(OC)cc1

Further structures
PNC inhibitor | IMPase inh | 15-hLO-2 inh | ALOX12 inhib | compound
-29 | . | . | -2% | Cc1ccc(C2=NN(S(C)(=O)=O)C(c3ccc4nccnc4c3)C2)cc1 (stereo unspecified)
3 | -5 | -5% | -2% | O=C(NCC1CCCO1)C1C2C=CC3(CN(Cc4cccs4)C(=O)C13)O2 (stereo unspecified)
-8 | 0 | -10% | -6% | COc1ccccc1-c1cc(C(=O)Nc2sc3c(c2C#N)CCC(C)C3)c2ccccc2n1 (stereo unspecified)
31 | -6 | ? | -5% | Cc1cc(=S)[nH]c2c(C)cccc12
6 | 9 | -5% | 0% | Cc1nn(-c2ccccc2)c2sc(C(=O)OCN3C(=O)c4ccccc4C3=O)cc12
-19 | . | . | 3% | CCCCc1ccc(/C=C2\C(=O)ON=C2c2ccccc2)s1
5 | 7 | -3% | 3% | CC(=O)Nc1ccc(NC(=O)CSCCc2ccccn2)cc1
45 | 7 | . | 11% | O=C(Cc1ccccc1)N/N=C/C=C/c1cccc([N+](=O)[O-])c1
-9 | 0 | 5% | -9% | CCOC(=O)CC(=O)CSc1[nH]c(=O)cc(C)c1C#N
? | 6 | . | 3% | CC(NC(=O)c1ccccc1NC(=O)c1ccco1)C(=O)O (stereo unspecified)
19 | -7 | 4% | -2% | COCc1nnc(NC(=O)c2ccco2)s1
-116* | . | . | -15% | COc1cc(OC)cc(-c2nc3ccccc3c(=O)n2OC(=O)c2ccc(Br)cc2)c1
7 | . | . | 1% | C=CCN1C(=O)OC2(CCCCC2)C1(C)O (stereo unspecified)
? | 4 | -2% | 4% | CCOC(=O)C1CCN(c2c(NCCCN(CC)Cc3ccccc3)c(=O)c2=O)CC1
-113* | . | . | -3% | O=C(CSc1nc2ccccc2n1S(=O)(=O)c1cccc([N+](=O)[O-])c1)NCCc1ccccc1

The listing continues.
PNC inhibitor | IMPase inh | 15-hLO-2 inh | ALOX12 inhib | compound
. | . | 21% | 0% | COCC(=O)N1CCC2(CC1)CN(Cc1cc(C(F)(F)F)cc(C(F)(F)F)c1)C2
? | . | . | -7% | Cc1ccccc1C(=O)NNC(=S)NC(=O)c1ccccc1
-23 | 2 | . | -1% | CC(C)c1ccccc1NC(=O)CCc1nc2ccccc2s1
. | . | 18% | -2% | COC(=O)c1cccc(C23CC4(C2)[C@H](CN(C)[C@@H]4c2ccccc2)C3c2ccc(C(F)(F)F)cc2)c1 (stereo partly specified)
43 | -4 | . | -1% | Cc1ccc(C(=O)CSc2nnc(-c3ccccc3)n2-c2ccccc2)o1
-7 | 9 | -8% | -3% | O=C(O)c1ccc(-c2ccccc2Cl)o1
. | . | 0% | -4% | COC(=O)c1cccc(C#CC(NP(=O)(c2ccccc2)c2ccccc2)c2ccccc2)c1 (stereo unspecified)
5 | 4 | -3% | -3% | Cc1cc(C(C)(C)C)oc1C(=O)N(CC(=O)NC1CCCC1)c1ccc(F)cc1
-20 | 12 | ? | ? | CCOC(=O)c1c(NC(=O)c2cccs2)sc2c1CCN(C(=O)OCC)C2
-13 | ? | . | -4% | COc1ccc2c(CC(=O)NC3CCCc4ccccc43)coc2c1 (stereo unspecified)
16 | 2 | ? | -25% | Cc1cccc(-n2c(-c3csc(C(C)C)c3)n[nH]c2=S)c1
-8 | -4 | -12% | -1% | O=C(O)c1ccccc1COc1ccccc1Cl
-5 | . | . | ? | CC1(CCc2ccccc2)NC(=S)N(c2ccc(Cl)cc2)N1 (stereo unspecified)
15 | 9 | 9% | 0% | CCC1SC2=NC(C)=C(C(=O)OC)C(c3ccc(C(=O)OC)cc3)N2C1=O (stereo unspecified)
48 | 9 | . | 4% | CC(=O)NC(CCS(C)(=O)=O)C(=O)Nc1nc(C)cs1 (stereo unspecified)

Arranged by value in PNC inhibitor (descending): some entries from above
PNC inhibitor | IMPase inh | 15-hLO-2 inh | ALOX12 inhib | compound
16 | 2 | ? | -25% | Cc1cccc(-n2c(-c3csc(C(C)C)c3)n[nH]c2=S)c1
5 | 4 | -3% | -3% | Cc1cc(C(C)(C)C)oc1C(=O)N(CC(=O)NC1CCCC1)c1ccc(F)cc1
-5 | . | . | ? | CC1(CCc2ccccc2)NC(=S)N(c2ccc(Cl)cc2)N1 (stereo unspecified)
-8 | -4 | -12% | -1% | O=C(O)c1ccccc1COc1ccccc1Cl
-13 | ? | . | -4% | COc1ccc2c(CC(=O)NC3CCCc4ccccc43)coc2c1 (stereo unspecified)

Further results follow:
PNC inhibitor | IMPase inh | 15-hLO-2 inh | ALOX12 inhib | compound
16 | -1 | 12% | 3% | COc1ccc(/C=C/C(=O)NCc2c(C)nn(C)c2C)cc1COc1ccc(Br)cc1
-9 | 1 | 0% | -6% | COc1ccc(CN2CC(C(=O)NCCc3ccc(C)cc3)CC2=O)cc1 (stereo unspecified)
23 | . | . | -1% | CCOc1cc(CNCc2cccs2)ccc1OCC(=O)NC(C)(C)C
-25 | -2 | 0% | -2% | O=C(Nc1ccc(N2C(=O)C3C4C=CC(C4)C3C2=O)cc1)Nc1cccnc1 (stereo unspecified)
0 | 14 | . | -2% | O=S(=O)(N/N=C\c1c(F)cccc1Cl)c1ccc(Cl)cc1
19 | . | . | 0% | CCn1ncc(/C=N\NC(=O)COc2cc(C)cc(C)c2)c1C
-8 | -1 | 8% | -3% | COc1cc(CNCCC2CCOC(C)(C)C2)ccc1O (stereo unspecified)
8 | 3 | . | 0% | Cc1cccc(/C(N)=N/OC(=O)c2ccc3c(c2)OCO3)c1
? | 3 | -4% | 0% | CCCNC(=O)C1CCN(S(=O)(=O)c2c(C)noc2/C=C\c2ccc(OC)cc2)CC1
? | -15 | . | 5% | CC1(C)Oc2nc3ccccc3n2/C1=C\C#N
? | . | . | -16% | Cc1ccc(/C=C(\C#N)c2nn(-c3ccccc3)c(N)c2C#N)cc1
14 | -8 | . | -2% | COc1ccc(/C=N/NC(=O)C2c3ccccc3-c3ccccc32)cc1
27 | 9 | 17% | 1% | CCC1CCCCN1CCCNC(=O)c1ccc2c(=O)n(Cc3ccc(OC)cc3)c(=O)[nH]c2c1 (stereo unspecified)
-21 | 4 | -4% | -2% | COc1ccccc1CNC(=O)C1CCCN(S(C)(=O)=O)C1 (stereo unspecified)
-91* | -5 | 0% | 3% | CCN(CC)S(=O)(=O)c1ccc(N2CCN(S(=O)(=O)c3ccc4c(c3)OCCO4)CC2)nc1

Continuation:
PNC inhibitor | IMPase inh | 15-hLO-2 inh | ALOX12 inhib | compound
-8 | -8 | 2% | -1% | Cc1noc(C)c1S(=O)(=O)N1CCC(C(=O)N2CCN(C(=O)c3ccco3)CC2)CC1
? | ? | -12% | -27% | CCCS(=O)(=O)c1c(S(=O)(=O)CCC)c2c(N)cccn2c1C(=O)c1ccc(F)cc1
89 | . | . | 1% | O=C(COC(=O)c1ccccn1)NCc1ccccc1Cl
? | . | . | 1% | Nc1ccccc1OCP(=O)(c1ccccc1)c1ccccc1
? | 0 | -2% | -3% | Nc1c(Br)cc(Br)c(N2CCCC2=O)c1Br
? | 2 | 1% | -7% | CC(=O)Nc1ccc(S(=O)(=O)N2C3CCCC2CC(NC(=O)C2CCCCC2)C3)cc1 (stereo unspecified)
-8 | . | . | -2% | O=C(CSc1nnc(-c2ccncc2)o1)NCc1ccccc1Cl
? | -4 | -13% | -15% | O=C(NC1CCCCC1)C(c1cccs1)N(C(=O)Cc1c[nH]c2ccccc12)c1ccc(F)cc1 (stereo unspecified)
-19 | 0 | 1% | 0% | CC(=O)NCCCc1nc2ccccc2n1Cc1ccccc1C
59 | . | . | -3% | COc1cc(CC(NC(C)=O)C(=O)NC2CCN(c3c(Cc4ccccc4)c(C)nc4ncnn34)CC2)cc(OC)c1 (stereo unspecified)
8 | 0 | . | -2% | COc1ccc(/C=N/c2sc3c(c2C#N)CCN(Cc2ccccc2)C3)c(O)c1
? | -7 | . | 3% | Cn1c(=O)c2c(SCC(=O)N3CCOCC3)nc(CC(C)(C)C)nc2n(C)c1=O
27 | . | . | -6% | C1CCC(C23CC4CC(CC(C4)C2)C3)NC1 (stereo unspecified)
? | -3 | -7% | 4% | Cc1cc(=O)n2c(c1C#N)SC1CCCCC12O (stereo unspecified)
4 | 9 | -4% | 8% | COc1cc(-c2nnc(SCC#CCO)o2)cc(OC)c1OC

(next part)
PNC inhibitor | IMPase inh | 15-hLO-2 inh | ALOX12 inhib | compound
35 | . | . | 1% | O=C(N/N=C1\CC2CC=CC12)c1ccc(COc2ccccc2)cc1 (stereo unspecified)
. | . | -1%[11.4 µM] | -1%[11.4 µM] | C[C@H](NC(=O)c1ccc(Cl)c(Cl)c1)c1ccc(-c2ccccc2)cc1
5 | 6 | -6% | -8% | COCCn1nnnc1C(c1ccc2ncccc2c1)N1CCN(c2ccccc2F)CC1 (stereo unspecified)
? | -5 | 6% | -3% | N#C/C(=C/N1CCOCC1)c1ccccc1
? | . | . | -2% | Cc1ccc(C)c(Nc2nc3c(S(=O)(=O)c4ccccc4)nnn3c3ccccc23)c1
-21 | 2 | -1% | 1% | Cc1ccc(C(C(=O)NC2CCCCC2)N(C(=O)c2csnn2)C2CC2)o1 (stereo unspecified)
4 | 4 | 5% | -4% | COc1ccc(-c2noc(Cc3ccccc3OC)n2)cc1
-100* | 0 | . | -1% | CCOC(=O)c1c(C)cccc1OCC(N)=O
? | 2 | 24% | 4% | COc1ccc(S(=O)(=O)N2N=C(C)Oc3ccccc3C2=O)cc1

Part of the list above, with tabs.
Compound	PNC inhibitor	IMPase inh	15-hLO-2 inh	ALOX12 inhib
Cc1ccc(C)c(Nc2nc3c(S(=O)(=O)c4ccccc4)nnn3c3ccccc23)c1	?	.	.	-2%
Cc1ccc(C(C(=O)NC2CCCCC2)N(C(=O)c2csnn2)C2CC2)o1 (stereo unspecified)	-21	2	-1%	1%
COc1ccc(-c2noc(Cc3ccccc3OC)n2)cc1	4	4	5%	-4%
CCOC(=O)c1c(C)cccc1OCC(N)=O	-100*	0	.	-1%
COc1ccc(S(=O)(=O)N2N=C(C)Oc3ccccc3C2=O)cc1	?	2	24%	4%

Compound activity (PubChem)
